Screening data: PubChem, Sanford-Burnham Center for Chemical Genomics
Siah-1 displacement = blockers of Siah-1 interaction with plectin peptide – biochemical, fluorescence polarization, rhodamine-plectin, uHTS, primary screen (AID 1817); Siah-1 / rhodamine-plectin peptide fluorescence polarization; higher % means a stronger effect; one-dose displacement, % at 20 µM; IC50 in µM for titrated hits; actives 0.02% (n = 290,000);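 active = displacement of at least 50% at 20 µM, with a fluorescence ratio check between 0.3 and a set limit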;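 also: plate controls were Siah plus tracer with DMSO for no effect and tracer alone without Siah for full effect; strong numbers were not always called active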
LYP inhibition = inhibitors of LYP phosphatase, biochemical, fluorescence intensity, uHTS (AID 1779). actives 0.054% (n = 290,000). recombinant LYP phosphatase, fluorescence intensity; higher % means a stronger effect. inhibition, % at 11.5 µM; hits with a dose series show IC50 in µM; in the data active = inhibition above about 50%;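 also: plate controls were vehicle with enzyme for no effect and no enzyme for full effect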
AID2073 = inhibitors of Mint1-CaV2.2 protein interaction, biochemical, HTRF (AID 2073) | HTRF protein-protein interaction, Mint1-CaV2.2; higher % means a stronger effect | inhibition, % at 20 µM; hits with a dose series show IC50 in µM | actives 0.19% (n = 290,000); in the data active = inhibition mostly above about 51%, no sharp cut-off; inconclusive = no clear call, values can overlap the other calls; inactive = mostly below about 53%; also: some results filed as inactive read as strong as hits
The depositor's hits bear a star; ? = inconclusive. These rows are one share of the data. The share of hits here may be higher or lower than overall.

SMILES	Siah-1 displacement	LYP inhibition	AID2073
CNc1ccc(C(=O)N2CCN(S(=O)(=O)c3ccc4c(c3)OCCCO4)CC2)cc1[N+](=O)[O-]	7%	-1%	11%
CC1=C(C(=O)OCc2ccccc2)C(c2ccc(Cl)cc2)NC(=O)N1CCCC(=O)O (configuration not stated)	-1%	6%	3%
COc1ccc(F)cc1COc1nc(C)nc2ccccc12	1%	-10%	-6%
COc1ccc(S(=O)(=O)NCC2CCCN(Cc3ccc(OC)cc3F)C2)cc1 (configuration not stated)	5%	-9%	4%
COc1ccc(F)cc1S(=O)(=O)NCC(=O)NCc1cc(=O)n(C)c(=O)n1C	-5%	-17%	6%
COc1ccc2[nH]c(=O)c(CN(Cc3cccnc3)S(=O)(=O)c3ccccc3F)cc2c1	-7%	-16%	3%
O=C(NCCCn1ccnc1)c1ccccc1F	2%	-9%	11%
COc1ccc(C2c3[nH]c4ccccc4c3C[C@H]3C(=O)N(C4CCN(Cc5ccccc5)CC4)CC(=O)N23)c(OC)c1 (some centres not stated)	-3%	-2%	17%
CCN1CCN(CC(=O)Nc2ccc(OC(F)(F)F)cc2)CC1	6%	-10%	-2%
O=C(CCc1nc2sc3c(c2c(=O)[nH]1)CCCC3)NCCc1ccc(F)cc1	-3%	-5%	27%
CCN(CCCNC(=O)CN1C(=O)COc2ccc(S(=O)(=O)N3CCC(C)CC3)cc21)Cc1ccccc1	6%	-11%	-12%
CN(CC(=O)Nc1ccc(F)cc1)C(=O)CCc1ccccc1	2%	0%	15%
CC(=O)N1Cc2ccccc2CC1C(=O)NCc1ccccc1F (configuration not stated)	8%	-8%	12%
O=C(O)C1C2C=CC(C2)C1C(=O)Nc1ccccc1Br (configuration not stated)	12%	-4%	25%
NC(=O)CC(NC(=O)Cc1ccc(Br)cc1)c1ccc(N2CCCCCCC2)c([N+](=O)[O-])c1 (configuration not stated)	2%	-13%	-8%
COc1cccc(N(C(=O)c2csnn2)C(C(=O)NC2CCCC2)c2ccccc2)c1 (configuration not stated)	5%	-8%	6%
O=C(Nc1ccccc1)c1cc(S(=O)(=O)NCc2ccncc2)ccc1Cl	11%	-5%	16%
O=C(CCC(=O)Nc1nnc(C2CCCCC2)s1)NCc1ccc(F)cc1	-4%	-10%	5%
COc1ccccc1CCN1CCCC(CN(C)C(=O)c2ccc3nc[nH]c3c2)C1 (configuration not stated)	5%	-8%	18%
Cc1c(C)n(-c2ccccc2)c2ncnc(NCCCN(C)C)c12	2%	-1%	-7%
Fc1ccc(/C=N/N2CCCCC2)c(F)c1	-3%	-5%	3%
CC(C)c1ccccc1NCC(=O)N1CCN(Cc2ccccc2)CC1	3%	-5%	3%
CN(CC(=O)Nc1ccccc1Br)C(=O)C1CCN(C(=O)c2ccc(Cl)cc2)CC1	-1%	-6%	3%
O=C(c1ccco1)N1N=C(c2ccc(Cl)cc2)CC1c1ccco1 (configuration not stated)	15%	0%	8%
Cc1ccccc1-n1nc2c(c1NC(=O)C(C)C)CS(=O)(=O)C2	-7%	-6%	-4%
CCN1CCN(c2ccc(S(=O)(=O)N3CCCCC3)cc2NC(=O)Cc2c(F)cccc2Cl)CC1	-1%	-8%	3%
COc1cc(C(=O)NC(=S)Nc2nc(-c3ccc(F)cc3)cs2)cc(OC)c1OC	8%	-9%	5%
Cc1nc(NC(=S)NC(=O)c2ccco2)sc1C(=O)N(C)C	-3%	-3%	-7%
CN(C)/C(=N\S(=O)(=O)c1ccccc1)c1ccccc1	-2%	-9%	-15%
COc1ccc(CCNC(=O)CSc2ccc3nnc(CCNC(=O)c4ccc(C)cc4)n3n2)cc1OC	-5%	-10%	4%
CC1=C(C(N)=O)C(c2ccc(Cl)cc2)n2nc(CCCO)nc2N1 (configuration not stated)	-1%	-7%	-1%
COc1cccc(/C=C2\SC(=S)N(CCCC(=O)Nc3ccc(C(=O)O)cc3)C2=O)c1	0%	-9%	8%
O=C1CCCN1c1ccc(S(=O)(=O)NCc2ccc(F)cc2)cc1	1%	-7%	-4%
CCC(C)NC(=O)C1CCC(CNS(=O)(=O)c2ccccc2)CC1 (configuration not stated)	0%	-9%	?
CCNC(=O)N(CCOC)CC1CCCN(C2Cc3ccccc3C2)C1 (configuration not stated)	5%	-7%	-3%
COc1cc(CN2CCCC(C(=O)c3ccc(C(C)(C)C)cc3)C2)cc(OC)c1O (configuration not stated)	10%	-9%	-4%
CC1(C)Cc2c(cnn2-c2ccc(F)cc2)C(NC(=O)C(C)(C)O)C1 (configuration not stated)	4%	-7%	13%
COc1cc2c(cc1OC)C(c1ccccc1Br)NC(=O)C2 (configuration not stated)	4%	-4%	3%
CCOC(=O)c1c(S(=O)(=O)N2CCCC2)c(C)n(C)c1C	-1%	-13%	0%
CCCCn1c(=O)[nH]c(=O)c2c1nc(-c1ccc(OCC)cc1)n2CC	0%	3%	19%

Looked up one by one from above, 3 records:
SMILES	Siah-1 displacement	LYP inhibition	AID2073
COc1ccc(CCNC(=O)CSc2ccc3nnc(CCNC(=O)c4ccc(C)cc4)n3n2)cc1OC	-5%	-10%	4%
CC(C)c1ccccc1NCC(=O)N1CCN(Cc2ccccc2)CC1	3%	-5%	3%
Cc1ccccc1-n1nc2c(c1NC(=O)C(C)C)CS(=O)(=O)C2	-7%	-6%	-4%

The list continues.
SMILES	Siah-1 displacement	LYP inhibition	AID2073
COc1ccc(S(=O)(=O)N(C)C)cc1NC(=O)CCNC(=O)c1ccccc1OC	-4%	-8%	9%
Cc1[nH]c2ccc(C(=O)NCCCN3CCCCC3)cc2c1C	-2%	-11%	50%
CCN(c1cc(C)cc(C)c1)S(=O)(=O)c1nnc(NC(=O)C(C)(C)C)s1	2%	-4%	9%
CCN(CC)S(=O)(=O)c1cccc(NC(=O)CNc2cccc(S(=O)(=O)N3CCCC3)c2)c1	4%	-3%	7%
CC(=O)Nc1cccc(-n2c(=O)n(Cc3ccccc3)c(=O)c3[nH]cnc32)c1	12%	-9%	2%
CC1(C)CC(=O)N(c2ccc(Cl)cc2Cl)C(=O)C1	38%	-6%	11%
O=S(=O)(Nc1ccon1)c1ccc(Br)cc1	5%	-8%	7%
COc1ccc(-n2cnnc2SCC(=O)Nc2ccc(C(N)=O)cc2)cc1	1%	-4%	9%
Cc1ccc(-c2cc(C(=O)NCCCN3CCOCC3)c3ccccc3n2)cc1C	4%	0%	10%
Cc1ccc(C(=O)NC(C)C2CCCO2)o1 (configuration not stated)	-3%	-14%	5%
CCn1nnnc1NCc1ccc(Cl)cc1	5%	-9%	2%
Cn1c(SCCN2CCCC2)nnc1C1CCN(S(=O)(=O)c2cccc(F)c2)CC1	-1%	-10%	-2%
O=C(O)CCN1C(=O)/C(=C\c2cccc(Oc3ccccc3)c2)SC1=S	0%	-3%	2%
CCN(CC)c1ccc(NC(=S)NC(=O)C2CCC2)cc1	2%	-7%	-5%
Cc1ccc(-c2c(C)nn3c(N4CCOCC4)cc(C)nc23)cc1	1%	-4%	3%
Cc1ccc(S(=O)(=O)N[C@@H](CO)C(=O)N[C@@H](Cc2ccc(O)cc2)C(=O)O)cc1	0%	-9%	9%
CN(C)c1cccc(C(=O)NC2CCCc3ccccc32)c1 (configuration not stated)	1%	-8%	6%
CCOc1ccc(OCC)c(S(=O)(=O)n2cnc(C)c2)c1	10%	-8%	-4%
COc1cc(F)ccc1CN1CCC(n2nccc2NC(=O)C2CCOC2)CC1 (configuration not stated)	15%	-6%	15%
Cc1ccc(OCCNC(=O)c2ccc3ccccc3n2)cc1	5%	-6%	17%

Three entries from above, reformatted.
O=C(Nc1ccccc1)c1cc(S(=O)(=O)NCc2ccncc2)ccc1Cl
  Siah-1 displacement = 11%	LYP inhibition = -5%	AID2073 = 16%

O=C(CCC(=O)Nc1nnc(C2CCCCC2)s1)NCc1ccc(F)cc1
  Siah-1 displacement = -4%	LYP inhibition = -10%	AID2073 = 5%

COc1ccccc1CCN1CCCC(CN(C)C(=O)c2ccc3nc[nH]c3c2)C1 (configuration not stated)
  Siah-1 displacement = 5%	LYP inhibition = -8%	AID2073 = 18%

Later entries:
SMILES	Siah-1 displacement	LYP inhibition	AID2073
C/C(=N/NC(=O)c1ccc(Br)o1)c1cccs1	5%	2%	9%
CC(C)c1ccc(NC2CCCN(C(=O)c3ccncc3)C2)cc1 (configuration not stated)	-2%	-6%	2%
CCN(CC)CCNC(=O)c1ccc(NC(=O)c2ccccc2-c2ccc(C(F)(F)F)cc2)cc1	-6%	-3%	3%
CS(=O)(=O)Nc1ccccc1C(=O)Nc1cc2c(cc1C(=O)O)OCCCO2	0%	-7%	6%
CCCCN(c1nc2ccccc2nc1Cl)S(=O)(=O)c1ccc(C)cc1	-3%	-3%	14%
COc1ccc(CCN(C)C2CCCN(C(=O)c3sccc3C)C2)cc1OC (configuration not stated)	-5%	-8%	3%
CCN(CC(=O)NCc1ccc(Cl)cc1)C(=O)CSCC(=O)Nc1cccc(C)c1	-1%	0%	4%
CCc1ccc(CN(C)C(=O)c2ccc3c(c2)OCCO3)cc1	5%	-3%	15%
COCc1nc2oc3ccccc3c(=O)c2cc1C(=O)OC	4%	-4%	8%
O=S(=O)(Nc1ccc(Br)cc1)c1cccc(NC(=S)NCCN2CCOCC2)c1	6%	-9%	-26%
Cc1cc([N+](=O)[O-])nn1CC(=O)NC1CCCCC1	1%	-2%	2%
Cc1cnc(C(=O)Nc2ccc(OC(F)(F)F)cc2)cn1	6%	-11%	12%
CC1CCCC(C)N1C(=O)CSc1nnc(COc2ccc(F)cc2)o1 (configuration not stated)	-4%	-4%	11%
Cc1cccc(N2CCN(C(=O)NC(C)c3ccc(F)c(F)c3)CC2)c1C (configuration not stated)	12%	-3%	0%
COc1cc(/C=C/C(=O)Nc2cccnc2)cc(OC)c1OC	0%	0%	10%
C=CCn1c(SCC(=O)Nc2ccc(N3CCOCC3)cc2)nc2ccccc2c1=O	3%	-10%	-3%
COc1ccccc1CNC(=O)CNC(=O)c1sc2ccccc2c1Cl	-3%	-3%	20%
O=Cc1cc(Cl)ccc1OCCN1CCC(Cc2ccccc2)CC1	11%	-6%	8%
CN(Cc1c(F)cccc1Cl)C(=O)c1ccc(COc2ccccc2)cc1	0%	-7%	6%
CC(=O)C1=C(C)Nc2ncnn2C1c1cccc(Br)c1 (configuration not stated)	-3%	-16%	22%

As a short view, some entries already given.
SMILES	Siah-1 displacement	LYP inhibition	AID2073
COc1ccccc1CNC(=O)CNC(=O)c1sc2ccccc2c1Cl	-3%	-3%	20%
O=Cc1cc(Cl)ccc1OCCN1CCC(Cc2ccccc2)CC1	11%	-6%	8%
CN(Cc1c(F)cccc1Cl)C(=O)c1ccc(COc2ccccc2)cc1	0%	-7%	6%
CC(=O)C1=C(C)Nc2ncnn2C1c1cccc(Br)c1 (configuration not stated)	-3%	-16%	22%

Next records follow.
SMILES	Siah-1 displacement	LYP inhibition	AID2073
CN1CCN(c2ccc(S(=O)(=O)N3CCCCC3)cc2NC(=O)CSCc2ccccc2)CC1	0%	-5%	-8%
O=S(=O)(Nc1ccc(O)c2ccccc12)c1ccc(Br)cc1	10%	-5%	-79%
COc1ccc(NC(=O)NC2CCCCCCC2)cc1	9%	-5%	2%
COc1cccc(CNC(=O)CN2C(=O)COc3ccc(S(=O)(=O)N4CCOCC4)cc32)c1	0%	-6%	1%
CN(CCc1ccccc1)C(=O)CCc1nnc(Cc2ccc3c(c2)OCO3)o1	4%	-3%	12%
CC(C)[C@H](NC(=O)[C@@H]1Cc2ccccc2CN1C(=O)OC(C)(C)C)C(=O)NCC1CCCO1 (some centres not stated)	-6%	-10%	-2%
Cc1cc(NC(=O)CSc2nc3c(C)ccc(C)c3cc2C#N)no1	5%	-8%	28%
COc1ccc(C(=O)O)cc1S(=O)(=O)Nc1ccccc1-c1ccccc1	0%	-10%	1%
O=C1Cc2cc(S(=O)(=O)Nc3ccccc3Cl)cc3c2N1CCC3	4%	-6%	-7%
COc1ccc(-n2nc(C(=O)NCC(=O)N3CC(C)CC(C)C3)c3ccccc3c2=O)c(OC)c1 (configuration not stated)	-1%	3%	17%
O=C(O)Cc1ccc(NC(=O)COc2ccc3ccccc3c2)cc1	13%	-9%	4%
Cc1ccccc1-c1nnc(SCC(=O)N2CCCC2)o1	-5%	-9%	7%
CC(=O)N1CCN(C(=O)CCCNC(=O)c2ccc(Cl)cc2)CC1	-6%	-4%	8%

Reformatted field by field: two of the compounds above.
> O=C1Cc2cc(S(=O)(=O)Nc3ccccc3Cl)cc3c2N1CCC3
  Siah-1 displacement: 4%	LYP inhibition: -6%	AID2073: -7%
> O=S(=O)(Nc1ccc(O)c2ccccc12)c1ccc(Br)cc1
  Siah-1 displacement: 10%	LYP inhibition: -5%	AID2073: -79%
